Bioassay records (PubChem)
eIF4E 4G PPI: eIF4E/eIF4G interaction inhibition in translation initiation; hit rate 0.37% among 220,000; TR-FRET eIF4E-eIF4GI(517-606) binding, 2 h; inhibition, % at 21.7 µM;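 active = inhibition above about 30%, limit read from the data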;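 also: 0% = full FRET control wells and 100% = background wells lacking eIF4GI fragment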
Tb hexokinase: blocks Trypanosoma brucei hexokinase 1 activity; recombinant TbHK1, G6PDH-coupled NADH A340; inhibition, % at 10 µM; hit rate 0.11% among 220,000; AID 1430;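 active = inhibition of 50% or more in the single-dose primary screen; inactive = inhibition below 50%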
L929 necroptosis: blocks zVAD induced death of L929 cells; viability rescue, % at 10 µM; L929 zVAD necroptosis rescue, ATP luminescence, 24 h; with zVAD 60 µM; AID 1377; hit rate 0.38% among 220,000;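 active = activation, scaled between plate controls, above about 75%, limit read from the data; inactive = activation under that limit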;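 also: 0% = zVAD with DMSO and 100% = DMSO alone without zVAD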
EP2 modulator: EP2 receptor (human) modulation; AID 940; induction, % at 25 µM; EP2-expressing cells, cAMP HTRF FRET, PGE2 co-stimulation; P43116; hit rate 0.83% among 260,000;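 active = compounds whose cAMP rise, as percent of the full-agonist control response, exceeds 60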;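 also: rat C6 glioma line stably carrying human EP2 under a CMV promoter; the protocol text gives 20 µM as final concentration; 100% = response of wells given 1 µM PGE2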
Target sequence (P43116 whole entry, looked up): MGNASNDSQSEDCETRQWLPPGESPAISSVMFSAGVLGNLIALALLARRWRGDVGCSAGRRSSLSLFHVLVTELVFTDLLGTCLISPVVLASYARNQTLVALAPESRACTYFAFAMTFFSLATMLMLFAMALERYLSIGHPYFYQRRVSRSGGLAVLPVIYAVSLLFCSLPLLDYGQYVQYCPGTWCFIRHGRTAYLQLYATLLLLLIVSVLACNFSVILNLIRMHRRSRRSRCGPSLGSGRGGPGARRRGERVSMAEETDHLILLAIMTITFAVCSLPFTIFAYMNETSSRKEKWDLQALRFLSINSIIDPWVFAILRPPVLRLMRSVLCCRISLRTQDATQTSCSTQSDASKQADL
PGE2 EP2 inh: blocks the human prostaglandin E2 receptor EP2. C6 glioma cells expressing human EP2, cAMP TR-FRET; cells stimulated with saturating PGE2. hit rate 0.52% among 260,000. AID 1422. inhibition, % at 25 µM. P43116;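 active = percent inhibition above 40 after rounding to a whole number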;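 also: rat C6 glioma host cells with rolipram phosphodiesterase inhibitor present; the protocol text gives 20 µM as final concentration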
Hck Nef HTS: blocks Nef-activated human Hck kinase | P08631 | Recombinant Hck-YEEI plus Nef, Z-Lyte FRET kinase assay | inhibition, % at 20 µM | hit rate 0.68% among 220,000 | AID 463187;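 active = Hck-Nef kinase inhibition above about 50%, limit read from the data; inactive = inhibition below that limit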;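 also: 0% = DMSO with Hck plus Nef and 100% = Hck alone without Nef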
Calpain2 inh: calpain II (pig) inhibition; purified calpain II, fluorogenic peptide substrate, 30 min; inhibition, % at 16 µM; hit rate 0.37% among 220,000;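 active = inhibition above about 50%, limit read from the data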
Rad51 HR inh: Rad51 (human) homologous recombination inhibition | Q06609 | hRad51 DNA strand exchange, fluorescence dequenching | inhibition, % at 10 µM | hit rate 0.085% among 200,000 | AID 1385;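 active = inhibition above 40% at the single screening dose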;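 also: 0% = DMSO control wells and 100% = blanks with heterologous ssDNA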
Target sequence (Q06609 whole entry, looked up): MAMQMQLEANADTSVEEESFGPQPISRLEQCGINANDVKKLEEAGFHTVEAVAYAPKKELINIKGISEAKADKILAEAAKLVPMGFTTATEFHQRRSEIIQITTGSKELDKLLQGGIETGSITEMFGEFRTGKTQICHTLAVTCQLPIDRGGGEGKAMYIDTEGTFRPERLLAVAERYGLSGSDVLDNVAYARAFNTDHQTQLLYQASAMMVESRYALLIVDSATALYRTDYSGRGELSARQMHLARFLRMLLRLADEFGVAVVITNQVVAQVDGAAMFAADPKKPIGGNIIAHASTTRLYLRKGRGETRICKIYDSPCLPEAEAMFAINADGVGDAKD
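Test system: preformed human Rad51 ssDNA filaments. Compound dosing: single dose, 10 µM final compound. Incubation: filaments 15 min 37 °C, then compound 30 min. Technique: FRET fluorescence dequenching, excitation 485 nm, emission 520 nm. Read-out basis: percent inhibition from fluorescence, normalised to plate control and blank means. Benchmarks: plate controls and plate blanks.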
14-3-3 Bad inh: disrupts binding of bovine 14-3-3 zeta to phospho-Bad peptide | TR-FRET 14-3-3zeta/Dy647-pBad peptide displacement, 1 h | inhibition, % at 21.7 µM | hit rate 0.71% among 220,000;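 active = inhibition above about 70%, limit read from the data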;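 also: 0% = full 14-3-3 plus peptide FRET controls and 100% = background without 14-3-3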
Target sequence (P63103 whole entry, looked up): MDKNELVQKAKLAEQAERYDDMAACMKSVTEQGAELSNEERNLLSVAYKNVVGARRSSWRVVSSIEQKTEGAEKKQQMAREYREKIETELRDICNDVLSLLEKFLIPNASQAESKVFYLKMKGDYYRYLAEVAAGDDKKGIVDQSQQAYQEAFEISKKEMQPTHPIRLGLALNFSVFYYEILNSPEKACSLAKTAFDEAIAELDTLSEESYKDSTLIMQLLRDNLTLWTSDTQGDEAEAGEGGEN
* hit, by the source's call; & = joins results of further samples; [ ] = remark or other dose. These rows are one share of the data (hit frequency here may not be typical).

Screening CC(C)CCC(CC(C)O)C(=O)NNC(=S)Nc1ccccc1 (stereo not given) returned eIF4E 4G PPI -4, Tb hexokinase -1, L929 necroptosis -1.0, EP2 modulator -21, PGE2 EP2 inh 10, Hck Nef HTS -2, Calpain2 inh 25 and 14-3-3 Bad inh -2.
`CCCOc1ccc(C2=NNC(=O)CC2)cc1` gave eIF4E 4G PPI 3, Tb hexokinase 0, L929 necroptosis 0.6, EP2 modulator 31, PGE2 EP2 inh 8, Hck Nef HTS -1, Calpain2 inh -1, Rad51 HR inh -3 and 14-3-3 Bad inh 0[fluorescence artefact?].
`COc1cc(OC)c(OC)cc1NC(=O)CC1COc2ccccc2O1` (stereo not given) gave eIF4E 4G PPI -2, Tb hexokinase 1, L929 necroptosis 0.3, EP2 modulator -10, PGE2 EP2 inh 11, Hck Nef HTS 10, Calpain2 inh -11, Rad51 HR inh -1 and 14-3-3 Bad inh 3.
CC(=O)c1cc(-c2ccccc2)n(CCC(=O)NC2CCCCCCC2)c1C was read as eIF4E 4G PPI -1, Tb hexokinase -7, L929 necroptosis 0.6, EP2 modulator -13, PGE2 EP2 inh 9, Hck Nef HTS 2, Calpain2 inh 3, Rad51 HR inh 7 and 14-3-3 Bad inh -24.
For O=C(Nc1cccc(Cl)c1)N1CCCC1 the results were eIF4E 4G PPI 1, Tb hexokinase -4, L929 necroptosis 1.0, EP2 modulator 24, PGE2 EP2 inh 2, Hck Nef HTS 2, Calpain2 inh -17, Rad51 HR inh -4 and 14-3-3 Bad inh -7[fluorescence artefact?].
For CC(C)(C)c1ccc(-c2cn(-c3ccc(Br)cc3)c3[n+]2CCCS3)cc1 the results were eIF4E 4G PPI -3, Tb hexokinase -4, L929 necroptosis 2.8, EP2 modulator -65, PGE2 EP2 inh 13, Hck Nef HTS 19, Calpain2 inh -4, Rad51 HR inh 13 and 14-3-3 Bad inh -9.
For CS(=O)(=O)NNC(=O)c1sccc1OCc1ncc(C(F)(F)F)cc1Cl the results were eIF4E 4G PPI -4, Tb hexokinase -17, L929 necroptosis 1.5, EP2 modulator 0, PGE2 EP2 inh 12, Hck Nef HTS 18, Calpain2 inh -23, Rad51 HR inh -1 and 14-3-3 Bad inh 3.
Screening CN(C)c1nc(OCCNC(=O)Nc2ccc(Cl)cc2)nc(N(C)C)n1 returned eIF4E 4G PPI 3, Tb hexokinase -1, L929 necroptosis 9.2, EP2 modulator -10, PGE2 EP2 inh 7, Hck Nef HTS 15, Calpain2 inh 22, Rad51 HR inh -3 and 14-3-3 Bad inh 14.
`CN(C)CCNC(=O)COc1cccc2c1OC(C)(C)C2` gave eIF4E 4G PPI 2, Tb hexokinase -4, L929 necroptosis 0.7, EP2 modulator 17, PGE2 EP2 inh 8, Hck Nef HTS -5, Calpain2 inh -29, Rad51 HR inh 8 and 14-3-3 Bad inh -20.
For CCOc1ccc(CC(=O)OCn2nnc3ccccc3c2=O)cc1 the results were eIF4E 4G PPI -4, Tb hexokinase 11, L929 necroptosis 0.4, EP2 modulator 15, PGE2 EP2 inh 9, Hck Nef HTS 16, Calpain2 inh 66*, Rad51 HR inh 18 and 14-3-3 Bad inh -10.
Screening CCn1cc(/C=N\NC(=O)c2csc3ccccc23)c(C)n1 returned eIF4E 4G PPI 3, Tb hexokinase -13, L929 necroptosis -0.4, EP2 modulator 4, Hck Nef HTS 12, Calpain2 inh 8 and 14-3-3 Bad inh -6.
`COc1ccc2[nH]c3c4c(ccc3c2c1)C(=O)C=CC4=O` gave eIF4E 4G PPI 18, Tb hexokinase -13, L929 necroptosis 29, EP2 modulator -38, PGE2 EP2 inh 5, Hck Nef HTS 6, Calpain2 inh 4, Rad51 HR inh -23 and 14-3-3 Bad inh 26.
CN(C)CCNC(=O)C(=O)NCC1OCCN1S(=O)(=O)c1ccc2c(c1)OCCO2 (stereo not given) was read as eIF4E 4G PPI -5, Tb hexokinase -3, L929 necroptosis 0.3, EP2 modulator -27, PGE2 EP2 inh 9, Hck Nef HTS 5, Calpain2 inh 22, Rad51 HR inh -4 and 14-3-3 Bad inh -4.
Screening CSc1nc(SCC(=O)NCc2ccco2)c2c3c(sc2n1)COC(C)(C)C3 returned eIF4E 4G PPI -26, Tb hexokinase 1, L929 necroptosis 1.8, EP2 modulator 33, PGE2 EP2 inh -1, Hck Nef HTS 1, Calpain2 inh -209, Rad51 HR inh -3 and 14-3-3 Bad inh -4[fluorescence artefact?].
For Clc1cccc(-c2nc(NCCN3CCOCC3)c3ccccc3n2)c1 the results were eIF4E 4G PPI 0, Tb hexokinase -4, L929 necroptosis 8.0, EP2 modulator -29, PGE2 EP2 inh 10, Hck Nef HTS 2, Calpain2 inh 6, Rad51 HR inh 1 and 14-3-3 Bad inh -2.
`O=C(c1cc(COc2c(F)cccc2F)on1)N1CCc2ccccc2C1` gave eIF4E 4G PPI 1, Tb hexokinase -3, L929 necroptosis 6.4, EP2 modulator -47, PGE2 EP2 inh 16, Hck Nef HTS 22, Calpain2 inh -3, Rad51 HR inh 0 and 14-3-3 Bad inh -2.
`Cc1cc(N=Cc2c(O)n(-c3cccc(C(F)(F)F)c3)c(=O)c3ccccc23)no1` gave eIF4E 4G PPI 6, Tb hexokinase -11, EP2 modulator 10, PGE2 EP2 inh 8, Hck Nef HTS 6, Calpain2 inh -20, Rad51 HR inh 16 and 14-3-3 Bad inh 14.
`C=CCc1cccc(/C=N/NC(=O)CNc2ccccc2OC)c1O` gave eIF4E 4G PPI -3, Tb hexokinase 4, L929 necroptosis 62, EP2 modulator -46, PGE2 EP2 inh 11, Hck Nef HTS 14, Calpain2 inh -28, Rad51 HR inh 10 and 14-3-3 Bad inh -15.
c1csc(-n2nc3ccccc3n2)c1 was read as eIF4E 4G PPI -3, Tb hexokinase 19, L929 necroptosis 0.1, EP2 modulator -17, PGE2 EP2 inh 12, Hck Nef HTS 3, Calpain2 inh -2, Rad51 HR inh -4 and 14-3-3 Bad inh -1.
For CCOC(=O)C1CCCN(S(=O)(=O)c2ccc(OC)cc2)C1 (stereo not given) the results were eIF4E 4G PPI -1[fluorescence artefact?], Tb hexokinase 0, L929 necroptosis -0.4, EP2 modulator 7, PGE2 EP2 inh 4, Hck Nef HTS -1, Calpain2 inh -26, Rad51 HR inh 46* and 14-3-3 Bad inh -8.
Screening COc1cc(OC)c2c(C)cc(=O)oc2c1C(CCN1CCOCC1)c1ccc(N(C)C)cc1 (stereo not given) returned eIF4E 4G PPI 3, Tb hexokinase -34, L929 necroptosis -0.7, EP2 modulator -11, PGE2 EP2 inh -3, Hck Nef HTS 14, Calpain2 inh -9, Rad51 HR inh 15 and 14-3-3 Bad inh -4.
`CCOC(=O)CSc1cc(C)c(C#N)c2nc3ccccc3n12` gave eIF4E 4G PPI 2, Tb hexokinase 1, L929 necroptosis 1.2, EP2 modulator -7, PGE2 EP2 inh 4, Hck Nef HTS -15, Calpain2 inh -327, Rad51 HR inh 1 and 14-3-3 Bad inh -7.
Screening CCc1ccc(CCC(=O)Nc2ccc(C)c(C)c2)o1 returned eIF4E 4G PPI -2, Tb hexokinase 4, L929 necroptosis 1.0, EP2 modulator 12, PGE2 EP2 inh 1, Hck Nef HTS 3, Calpain2 inh 1, Rad51 HR inh -8 and 14-3-3 Bad inh -2[fluorescence artefact?].
Screening CCOC(=O)CN(C(=O)CSc1nnc(-c2ccncc2)n1CCCOC)c1ccccc1 returned eIF4E 4G PPI 2, Tb hexokinase 2, L929 necroptosis -0.6, EP2 modulator 31, PGE2 EP2 inh 4, Hck Nef HTS -1, Calpain2 inh -3, Rad51 HR inh -2 and 14-3-3 Bad inh -8[fluorescence artefact?].
O=c1[nH]cnc2c([N+](=O)[O-])cccc12 was read as eIF4E 4G PPI -8, Tb hexokinase -13, L929 necroptosis -0.2, EP2 modulator 17, PGE2 EP2 inh 6, Hck Nef HTS 7, Calpain2 inh -25, Rad51 HR inh 0 and 14-3-3 Bad inh 11.
For COc1cc(C(=O)Nc2nncs2)cc(OC)c1OC the results were eIF4E 4G PPI 0, Tb hexokinase -12, L929 necroptosis 1.8, EP2 modulator 6, PGE2 EP2 inh 3, Hck Nef HTS -4, Calpain2 inh -17, Rad51 HR inh -7 and 14-3-3 Bad inh -9.
`COc1ccc(N2CCN(C(=O)c3c(-c4ccccc4)noc3C)CC2)cc1` gave eIF4E 4G PPI -5[fluorescence artefact?], Tb hexokinase 2, L929 necroptosis -0.4, EP2 modulator 30&-10, PGE2 EP2 inh 14&7, Hck Nef HTS 19, Calpain2 inh 15, Rad51 HR inh -11 and 14-3-3 Bad inh 0[fluorescence artefact?].
For N#CNC(=Nc1ccc(F)cc1)SCc1ccccc1 the results were eIF4E 4G PPI -1, Tb hexokinase -2, L929 necroptosis 1.1, EP2 modulator -2, PGE2 EP2 inh 4, Hck Nef HTS 1, Calpain2 inh 19, Rad51 HR inh -1 and 14-3-3 Bad inh -10[fluorescence artefact?].
For CN(CC(=O)NCc1ccccc1)S(=O)(=O)c1cnc[nH]1 the results were eIF4E 4G PPI 6, Tb hexokinase 30, L929 necroptosis -0.8, EP2 modulator -22, PGE2 EP2 inh 18, Hck Nef HTS 0, Calpain2 inh -85, Rad51 HR inh 2 and 14-3-3 Bad inh -7.
CCc1ccc(OCC(O)CN2CCN(c3ccccc3)CC2)cc1 (stereo not given) was read as eIF4E 4G PPI 2[fluorescence artefact?], Tb hexokinase -4, L929 necroptosis -0.5, EP2 modulator -8, PGE2 EP2 inh 13, Hck Nef HTS 1, Calpain2 inh -8, Rad51 HR inh 2 and 14-3-3 Bad inh 16.

Compounds listed so far that contain a cyano group:
`CCOC(=O)CSc1cc(C)c(C#N)c2nc3ccccc3n12` gave eIF4E 4G PPI 2, Tb hexokinase 1, L929 necroptosis 1.2, EP2 modulator -7, PGE2 EP2 inh 4, Hck Nef HTS -15, Calpain2 inh -327, Rad51 HR inh 1 and 14-3-3 Bad inh -7.
For N#CNC(=Nc1ccc(F)cc1)SCc1ccccc1 the results were eIF4E 4G PPI -1, Tb hexokinase -2, L929 necroptosis 1.1, EP2 modulator -2, PGE2 EP2 inh 4, Hck Nef HTS 1, Calpain2 inh 19, Rad51 HR inh -1 and 14-3-3 Bad inh -10[fluorescence artefact?].

Next section
`COc1ccc(-c2c[n+](CC(=O)N3c4ccccc4Sc4ccccc43)c3n2CCC3)cc1` gave eIF4E 4G PPI 0, Tb hexokinase 11, L929 necroptosis 2.2, EP2 modulator 9, PGE2 EP2 inh 21, Hck Nef HTS 7, Calpain2 inh -20, Rad51 HR inh 18 and 14-3-3 Bad inh -9.
COc1ccc(C(=O)OCC(=O)NC2CC2)cc1[N+](=O)[O-] was read as eIF4E 4G PPI -4[fluorescence artefact?], Tb hexokinase 27, L929 necroptosis 0.6, EP2 modulator 18, PGE2 EP2 inh 7, Hck Nef HTS 3, Calpain2 inh 7, Rad51 HR inh -12 and 14-3-3 Bad inh -15.
Screening C/C=C(\C)c1nnc(NC(=O)OCC)s1 returned eIF4E 4G PPI -12, Tb hexokinase 6, L929 necroptosis 0.3, EP2 modulator 90*, PGE2 EP2 inh 11, Hck Nef HTS 0, Calpain2 inh 6, Rad51 HR inh 0 and 14-3-3 Bad inh -8.
Screening CC(C)(C)C(=O)Nc1ncc(C(F)(F)F)cc1Cl returned eIF4E 4G PPI 2, Tb hexokinase -1, L929 necroptosis -0.1, EP2 modulator 3, PGE2 EP2 inh 3, Hck Nef HTS 2, Calpain2 inh -45, Rad51 HR inh 0 and 14-3-3 Bad inh 5.
